Screening data: PubChem, Sanford-Burnham Center for Chemical Genomics
MIN6 prolif – MIN6 beta-cell proliferation induction; 330,000 compounds, 0.29% hits; MIN6 cells proliferation, ATPlite luminescence, 48 h; cells starved in 0.2% serum; 100% = growth in 10% serum; proliferation, % at 10 µM;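 active = compounds whose signal lies at least 3.5 SD above the mean of all wells on their plate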;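 also: 0% = DMSO-treated cells in low-serum medium and 100% = 10% serum control; some compounds called inactive have numbers as strong as hits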
NR3A LBD binder – NR3A (human) ligand-binding domain modulation; NR3A LBD differential scanning fluorimetry, Tm shift; 0% = protein alone, 100% = glycine-bound protein; Tm shift relative to glycine control, % at 25 µM; 340,000 compounds, 2.5% hits; AID 1259313;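 active = melting temperature shift of at least 10% of the positive control shift, at one fixed dose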
mIAP act – increases mouse intestinal alkaline phosphatase activity | activation factor at 10 µM | 330,000 compounds, 0.24% hits | muIAP, CDP-Star luminescence, 30 min; hits give high values; 1 = vehicle-only enzyme signal, 0 = enzyme-free wells;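 active = activation factor of at least 2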; also: the source names both 10 and 20 µM as test concentration; values of inactives mirror those of a sister screen read the other way
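Assay system: mouse IAP enzyme; Reagent: CDP-Star chemiluminescent phosphatase substrate; Compound: DMSO-dissolved test compounds; Incubation: 30 min, room temperature; Technique: luminescence from enzymatic CDP-Star hydrolysis; Controls: DMSO-only wells and no-enzyme negative control.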
MPTP block – permeability transition pore inhibition. isolated mouse mitochondria, Ca2+ swelling absorbance, 30 min. inhibition, % at 10 µM. 360,000 compounds, 1.4% hits. AID 602449;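 active = inhibition of 50% or more, scaled per plate between neutral and stimulator controls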;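 also: 0% = DMSO wells given calcium and 100% = 1 mM EGTA wells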
mIAP block – blocks mouse intestinal alkaline phosphatase; AID 2806; purified mouse IAP, CDP-Star luminescence, 30 min; 330,000 compounds, 0.2% hits; inhibition, % at 10 µM;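 active = inhibition of at least 40% at 10 µM in the primary screen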;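 also: plate controls were DMSO with enzyme for no effect and no enzyme wells for full effect; values of inactives mirror those of a sister screen read the other way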
hIAP activ – human IAP activation; activation factor at 10 µM; P09923; purified human IAP, CDP-Star luminescence, 30 min; hits give high values; 1 = vehicle-only enzyme, 0 = enzyme-free background; 330,000 compounds, 0.16% hits;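 active = activation factor of the enzyme at least 2-fold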; also: the source names both 10 and 20 µM as test concentration; values of inactives mirror those of a sister screen read the other way
Target sequence (P09923 whole entry, looked up): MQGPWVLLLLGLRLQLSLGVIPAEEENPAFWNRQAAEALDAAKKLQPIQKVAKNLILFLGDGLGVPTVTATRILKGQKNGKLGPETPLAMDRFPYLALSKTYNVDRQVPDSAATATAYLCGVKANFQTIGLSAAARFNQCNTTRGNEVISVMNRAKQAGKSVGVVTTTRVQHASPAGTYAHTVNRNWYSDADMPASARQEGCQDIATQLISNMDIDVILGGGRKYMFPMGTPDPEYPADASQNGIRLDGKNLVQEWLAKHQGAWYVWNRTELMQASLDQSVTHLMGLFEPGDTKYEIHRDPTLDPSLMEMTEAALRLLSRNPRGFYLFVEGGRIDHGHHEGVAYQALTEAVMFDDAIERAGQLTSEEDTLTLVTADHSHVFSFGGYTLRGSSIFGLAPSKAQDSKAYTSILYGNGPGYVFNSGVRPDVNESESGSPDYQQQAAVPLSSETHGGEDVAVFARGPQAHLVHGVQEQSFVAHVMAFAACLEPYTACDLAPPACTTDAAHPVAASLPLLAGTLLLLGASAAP
hIAP inh – human IAP inhibition; P09923; inhibition, % at 10 µM; purified IAP, CDP-Star luminescence, 30 min; AID 2544; 330,000 compounds, 0.12% hits;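 active = inhibition reaching a set limit with compound at 10 µM in the primary screen, cut at about 35% in these data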;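 also: plate controls were DMSO wells with enzyme for no effect and no-enzyme buffer wells for full effect; values of inactives mirror those of a sister screen read the other way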
APOBEC3A inh – inhibitors of human APOBEC3A DNA deaminase; P31941; recombinant A3A, FAM/TAMRA ssDNA deamination fluorescence; inhibition, % at 20 µM; 330,000 compounds, 0.41% hits;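 active = at least 40% inhibition at 20 µM here, with at most 30% in a related deaminase screen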;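 also: plate controls were A3A with DMSO for no effect and wells lacking A3A enzyme for full effect; some results filed as inactive read as strong as hits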
Target sequence (P31941 whole entry, looked up): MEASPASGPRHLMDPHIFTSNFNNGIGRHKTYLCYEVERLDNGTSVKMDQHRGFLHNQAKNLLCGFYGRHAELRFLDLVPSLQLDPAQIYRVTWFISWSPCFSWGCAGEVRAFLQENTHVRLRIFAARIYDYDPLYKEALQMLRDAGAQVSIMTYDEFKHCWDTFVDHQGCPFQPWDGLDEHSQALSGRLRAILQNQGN
A3G deaminase – inhibitors of human APOBEC3G DNA deaminase | Q9HC16 | recombinant A3G, ssDNA deamination FAM/TAMRA fluorescence | inhibition, % at 20 µM | 330,000 compounds, 0.28% hits | AID 493012;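 active = inhibition of at least 40% at 20 µM, with no more than 30% in the related APOBEC3A deaminase screen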;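 also: plate controls were DMSO wells with A3G for no effect and wells lacking A3G enzyme for full effect; some compounds called inactive have numbers as strong as hits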
Target sequence (Q9HC16 whole entry, looked up): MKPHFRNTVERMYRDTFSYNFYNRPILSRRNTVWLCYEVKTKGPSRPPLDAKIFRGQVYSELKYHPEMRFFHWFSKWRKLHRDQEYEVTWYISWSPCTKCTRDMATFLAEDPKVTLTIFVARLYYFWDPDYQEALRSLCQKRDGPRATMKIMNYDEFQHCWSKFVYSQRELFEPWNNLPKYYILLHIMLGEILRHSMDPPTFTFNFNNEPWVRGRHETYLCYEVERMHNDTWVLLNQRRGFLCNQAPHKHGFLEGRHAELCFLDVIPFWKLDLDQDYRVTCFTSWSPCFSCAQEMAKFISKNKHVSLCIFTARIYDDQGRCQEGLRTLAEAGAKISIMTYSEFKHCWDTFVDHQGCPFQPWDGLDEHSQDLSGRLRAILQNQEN
* = called active by the depositor; . = not tested or not shown.

SMILES	MIN6 prolif	NR3A LBD binder	mIAP act	MPTP block	mIAP block	hIAP activ	hIAP inh	APOBEC3A inh	A3G deaminase
CC(Oc1ccc(-c2ccccc2)c(F)c1)c1ccn(S(=O)(=O)c2ccc(Cl)cc2)n1 (centres undefined)	-4.8	1.9	0.914	2.0	8.6	0.75	25.0	-2.2	-4.4
Cc1ccccc1C(=O)NC(=S)Nc1ccccc1[N+](=O)[O-]	-3.0	1.9	0.879	-0.7	12.1	1.09	-9.4	-1.3	-4.1
COc1ccc(NC(=O)CSc2nc3ccc(Nc4nc(N5CCOCC5)nc(N5CCOCC5)n4)cc3s2)cc1	-1.8	1.8	1.04	1.7	-4.2	1.05	-4.9	-2.8	-1.6
Cc1ccc(N2C(=O)CC(C)(C)CC2=O)cc1Cl	-2.7	-1.0	0.937	-0.5	6.3	0.999	0.1	-4.4	0.8
Cc1ccc(S(=O)(=O)NCC(c2ccco2)S(=O)(=O)c2ccccc2)cc1 (centres undefined)	1.1	1.2	1.01	-2.2	-1.2	1.04	-4.3	-1.6	0.9
O=C(Nc1ccc(S(=O)(=O)NCCc2ccccc2)cc1)c1ccc(Br)o1	-1.5	-1.0	0.915	11.9	8.5	0.816	18.4	-0.4	-6.5
N#C/C=C/N1CCN(Cc2ccc3c(c2)OCO3)CC1	-3.0	-0.7	0.941	4.2	5.9	1.07	-6.9	-5.6	-9.0
Cc1ccc(S(=O)(=O)NC(=O)Nc2cc(C)on2)cc1	2.0	0.2	0.955	-2.1	4.5	0.976	2.4	0.3	-2.5
Cc1ccc(CCNC(=O)C2CC(c3cccc(F)c3)=NO2)cc1 (centres undefined)	1.3	0.0	1.04	-0.4	-3.6	1.05	-4.7	-1.2	-12.6
Cc1cc(C)c(S(=O)(=O)N(C)CC(=O)NCc2cccnc2)c(C)c1	0.6	-0.7	0.959	0.2	4.1	1.08	-8.0	-1.1	-0.5
CCCn1c(CN2CCN(C(=O)c3ccco3)CC2)nc2cc(S(=O)(=O)N(C)C)ccc21	-2.4	3.0	1.04	-0.3	-3.9	0.962	3.8	-1.0	-0.7
Cc1cc(C(=O)OCC(=O)Nc2cccnc2Cl)c2ccccc2n1	0.4	0.0	1.12	2.2	-12.3	1.05	-4.9	-3.9	-4.6
CC(C)CC[n+]1ccccc1/C=C/c1ccc(N(C)C)cc1	-5.1	-1.4	0.846	1.1	15.4	0.989	1.1	55.6*	-13.1
CCCn1nc(NC(=O)C2CCCO2)c2cc3ccc(C)cc3nc21 (centres undefined)	-0.3	-1.0	1.18	0.7	-18.2	1.04	-3.7	-2.0	-2.7
C[C@H](N)c1nnc(SCC(=O)N(C)C)o1	-3.1	4.5	0.918	0.3	8.2	0.762	23.8	-2.1	-7.7
Cc1cccc([C@@H]2[C@@H]3C(=O)N(Cc4ccccc4)C(=O)[C@@H]3[C@]3(Cc4ccccc4)C(=O)N(c4cccc(F)c4)C(=O)N23)c1	-3.0	-3.6	0.997	0.8	0.2	1.01	-0.9	-2.7	-8.5
CCOC(=O)/C=C1\SC(C)C(=O)N1CC(=O)N(CCC#N)c1ccccc1 (centres undefined)	-1.1	-1.1	1.02	0.8	-2.5	0.991	0.9	-0.1	9.2
CCCCn1c(N)c(N(CCOC)C(=O)c2cc3c(s2)CCC(C)C3)c(=O)[nH]c1=O (centres undefined)	2.1	-1.4	0.99	-1.0	1.0	1.04	-4.1	35.1	2.3
O=C(c1cccc(S(=O)(=O)NCc2ccccc2)c1)N1CCN(Cc2ccccc2)CC1	-0.4	15.1*	1.11	0.3	-11.4	0.969	3.1	10.0	-0.7
CCn1nnc(NC(=O)c2c(OC)cccc2OC)n1	-4.3	0.0	0.968	-1.0	3.2	1.06	-5.8	-3.5	-5.7
O=C(O)c1cccc(CN2C(=O)c3ccccc3C2=O)c1	0.9	-1.0	0.992	-0.1	0.8	0.942	5.8	-3.2	-3.6
CC(=O)Nc1ccc(S(=O)(=O)Nc2ccc(S(=O)(=O)Nc3nccs3)cc2)cc1	0.7	-3.7	0.998	-1.2	0.2	0.898	10.2	-7.6	-12.8
O=C(Cn1nnc2ccccc21)N/N=C\C=C\c1ccccc1	-0.6	-0.3	1.09	-0.3	-8.6	1.18	-18.3	2.2	2.5
CCCCN1C(=O)C(O)=C(C(C)=O)C1c1ccc(OC)cc1OC (centres undefined)	-1.8	-0.5	1.02	0.0	-2.2	1.27	-26.6	1.1	-9.8
Cc1ccc(S(=O)(=O)N2CCOC23CCN(S(=O)(=O)c2c(C)cc(C)cc2C)CC3)cc1	-4.1	-1.6	0.925	-1.1	7.5	0.995	0.5	0.9	2.2
O=C(COC(=O)c1ccc(F)c(S(=O)(=O)N2CCOCC2)c1)c1ccc(Cl)cc1	-0.2	1.7	0.981	-0.7	1.9	0.966	3.4	-3.1	-4.9
COc1cccc(NC(=O)CN(C)C(=O)CC(NC(=O)c2ccccc2Cl)c2ccccc2)c1 (centres undefined)	-1.0	-1.6	1.2	0.1	-19.7	0.985	1.5	-2.1	-8.5
COc1cccc(-n2c(SCC(N)=O)nc3ccccc3c2=O)c1	-4.2	1.4	1	-3.5	-0.2	0.963	3.7	-1.5	-2.8
CCOC(=O)c1cnc2c(C)cccc2c1NCc1ccco1	-1.9	.	0.94	1.7	6.0	1.18	-18.4	1.6	1.0
CC(CCc1ccccc1)N1CCN(Cc2ccccc2)CC1 (centres undefined)	-3.8	-0.6	1.06	-0.3	-6.0	1.05	-5.3	-5.6	-7.1
CCc1sc(C(=O)NCCc2ccc(S(N)(=O)=O)cc2)cc1Br	1.5	-3.2	0.941	-1.0	5.9	0.95	5.0	-0.8	-5.5
S=C(NCC1CCCO1)N1CCN(c2ccc(Cl)c(Cl)c2)CC1 (centres undefined)	-3.8	-6.1	0.914	5.8	8.6	0.968	3.2	5.7	-1.1
Cc1ccc(C)c(NC(=O)NC2CCCCCCC2)c1	0.7	-0.6	1.31	-0.1	-30.8	1.04	-3.7	0.4	1.4
CCOC(=O)N1CCN(C(=S)Nc2cc(S(=O)(=O)N3CCOCC3)ccc2Cl)CC1	0.1	-2.0	0.924	-2.4	7.6	1.04	-3.8	-3.4	-3.7
Cc1ccc(N(C(=O)Cn2nnc3ccccc32)C(C(=O)NCc2ccco2)c2cccnc2)cc1 (centres undefined)	-0.2	-0.3	0.891	2.6	10.9	0.93	7.0	-6.5	-9.8
CCn1cc(Cl)c(C(=O)Nc2c(C)nn(Cc3c(F)c(F)c(F)c(F)c3F)c2C)n1	-2.1	-0.8	0.906	-1.9	9.4	0.956	4.4	4.5	-1.3
Cc1cc2ccccc2n2c(SCC(=O)Nc3ccc(S(=O)(=O)N4CCC(C)CC4)cc3)nnc12	-4.2	5.6	1.03	-0.2	-3.2	0.968	3.2	-5.1	-5.1
Cc1ccc(S(=O)(=O)N(CC(=O)Nc2ccc(F)cc2)C(=O)N2CCN(C)CC2)cc1	0.5	-2.0	1.05	0.3	-4.6	1.01	-1.4	-0.2	-9.6
CCOc1ccc(-c2cc(C(=O)NCCCN3CCOCC3)c3ccccc3n2)cc1	-3.9	2.5	1.02	-0.1	-1.8	0.867	13.3	-1.3	-2.6
Cc1ccc2c(c1)c1c(n2CC(O)Cn2nc(C)c(Br)c2C)C(=O)CCC1 (centres undefined)	-2.1	-0.4	1	26.3	-0.2	1.06	-6.3	-1.8	1.1
CCC(CC)=NNc1ccc(S(N)(=O)=O)cc1[N+](=O)[O-]	-1.3	1.1	0.848	2.8	15.2	0.777	22.3	-1.9	-6.4
CN(C)/C=C(\c1cnc(Cl)s1)S(=O)(=O)c1ccccc1	0.5	4.1	1.04	-1.6	-3.8	1.02	-1.9	0.2	2.2
O=C(Cc1ccccc1Cl)N1CCN(c2ccccn2)CC1	-0.5	-2.7	1.03	-1.1	-3.2	1	-0.4	-1.7	-13.2
Cc1ccc(C(C(=O)NC2CCCC2)N(Cc2ccc(F)cc2)C(=O)c2csnn2)o1 (centres undefined)	-2.7	2.0	0.961	0.2	3.9	1.09	-8.8	-1.6	-3.2
COc1ccc(N(Cc2cc3cc(C)ccc3[nH]c2=O)C(C)=O)cc1	1.5	-1.4	1.02	0.2	-2.4	1.16	-16.3	47.1*	-4.1
Cn1cccc1CC(=O)NNC(=S)Nc1ccc(Cl)cc1	-2.8	-0.7	0.959	2.9	4.1	2.1*	-110.1	2.8	-4.0
CCSC1=C(C#N)C(c2ccc(C)s2)CC(=O)N1 (centres undefined)	-2.5	-2.0	1.11	0.8	-10.6	0.971	2.9	-0.2	-2.6
COC(=O)C1=C(C)N(Cc2ccco2)C(=O)C1	-1.3	-1.0	0.946	-1.2	5.4	0.953	4.7	4.5	7.0

Grouped by structure, the entries above with a cyano group (three)
SMILES	MIN6 prolif	NR3A LBD binder	mIAP act	MPTP block	mIAP block	hIAP activ	hIAP inh	APOBEC3A inh	A3G deaminase
N#C/C=C/N1CCN(Cc2ccc3c(c2)OCO3)CC1	-3.0	-0.7	0.941	4.2	5.9	1.07	-6.9	-5.6	-9.0
CCOC(=O)/C=C1\SC(C)C(=O)N1CC(=O)N(CCC#N)c1ccccc1 (centres undefined)	-1.1	-1.1	1.02	0.8	-2.5	0.991	0.9	-0.1	9.2
CCSC1=C(C#N)C(c2ccc(C)s2)CC(=O)N1 (centres undefined)	-2.5	-2.0	1.11	0.8	-10.6	0.971	2.9	-0.2	-2.6

Next part:
SMILES	MIN6 prolif	NR3A LBD binder	mIAP act	MPTP block	mIAP block	hIAP activ	hIAP inh	APOBEC3A inh	A3G deaminase
S=C(NCc1ccco1)N1CCN(c2nc(-c3ccc(Cl)cc3)cs2)CC1	-6.5	5.3	0.88	1.3	12.0	0.94	6.0	-0.8	-5.1
COc1cccc(-c2noc(-c3ccc4c(c3)OCO4)n2)c1	-3.5	1.4	0.861	6.8	13.9	1.15	-15.1	2.3	-0.7
O=C(CSc1ncccn1)NN=C1CCCCCCC1	-2.0	4.6	1.01	0.9	-1.5	1.03	-3.3	-0.3	-4.3
CCCCCCCn1c(=O)c(C(=O)OC)c(N)c2ccccc21	-3.3	4.8	0.902	10.8	9.8	0.806	19.4	0.2	1.9
Cc1noc2ncnc(Sc3ccc(Cl)cc3)c12	-3.6	10.0*	0.905	-0.7	9.5	1.12	-12.5	-6.5	-4.5
Cc1cccc(NC(=O)C(C)Sc2nc3ccccc3c(=O)n2CCCN2CCOCC2)c1 (centres undefined)	-3.1	-0.4	1.07	-1.9	-7.2	0.953	4.7	-3.2	-6.6
O=C(CCN1C(=O)/C(=C/c2ccccc2Cl)SC1=S)NC1C=CS(=O)(=O)C1 (centres undefined)	-5.9	-0.3	0.898	-1.4	10.2	1.23	-22.9	-1.6	-3.6
CCOc1ccc(C(=O)CCC(=O)Nc2ccc(C)cn2)cc1	-1.6	-0.3	0.981	-0.9	1.9	1.07	-6.9	-3.3	-9.6
CCc1ccc(-n2c(C)cc(/C=N/NC(=O)OC)c2C)cc1	-2.9	-1.3	1.02	1.0	-2.1	0.977	2.3	0.9	-7.8
Clc1ccccc1CNc1ncnc2nc[nH]c12	-2.2	-1.2	1.01	-1.9	-0.9	1.47	-46.9	-6.2	-8.9

Reprinted from the listing (2 entries):
SMILES	MIN6 prolif	NR3A LBD binder	mIAP act	MPTP block	mIAP block	hIAP activ	hIAP inh	APOBEC3A inh	A3G deaminase
CC(Oc1ccc(-c2ccccc2)c(F)c1)c1ccn(S(=O)(=O)c2ccc(Cl)cc2)n1 (centres undefined)	-4.8	1.9	0.914	2.0	8.6	0.75	25.0	-2.2	-4.4
Cc1ccccc1C(=O)NC(=S)Nc1ccccc1[N+](=O)[O-]	-3.0	1.9	0.879	-0.7	12.1	1.09	-9.4	-1.3	-4.1

Random draw from the library (roughly 5% active in at least one column).
